Tn7 DDE FP: DD(E)-Tn7 binding inhibition, primary FP screen. FP displacement of FITC-Tn7 peptide from fibrin DD(E); 0% = median of compound wells per plate. P02675. 370,000 tested, 0.13% active. inhibition, % at 8.3 µM;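 active = inhibition above the mean of compounds falling within the control limits plus 3 SD of them, cut at about 14% in these data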;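 also: 0% = plate median of compound wells and 100% = 10 µM Aha-Tn7 peptide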
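Measure: % inhibition scaled between sample-field median and high-control FP; Test system: human fibrin DD(E); Quantity: 2 µM final DD(E) protein; Doses: one dose, 8.3 µM nominal; Schedule: compound with protein 10 min, then 3 h after probe, room temperature; Detection: fluorescence polarization; Medium: Tris buffer with calcium and detergent, pH 7.8.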
Rev-erbA mod: Rev-erb alpha (human) modulation. P20393. Rev-erbα–FITC-DNA binding, fluorescence polarization, 90 min. activity, % at 10 µM. 370,000 tested, 0.79% active. AID 1259318;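 active = activity above about 14%, limit read from the data; passing the limit was not always enough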;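 also: 0% = DMSO wells with 35 nM protein and 100% = DMSO wells with 750 nM protein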
PLC-gamma1 inh: inhibitors of human phospholipase C gamma1; P19174; purified PLC-gamma1, fluorogenic substrate, fluorescence; inhibition, % at 12.2 µM; 370,000 tested, 0.84% active; AID 720700; in the data active = inhibition above about 9.5%
UHRF1 binding: blocks human UHRF1 binding to methylated DNA; UHRF1 binding to methylated oligo, TR-FRET; 370,000 tested, 0.75% active; inhibition, % at 4.4 µM; in the data active = inhibition above about 21%;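 also: UHRF1 SRA domain binding a hemimethylated CpG hairpin DNA probe; 0% = median of test compound wells and 100% = reference inhibitor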
HGIII-sPLA2 inh: Inhibits HGIII-sPLA2 liposome hydrolysis, primary screen. Q9NZ20. QFRET BODIPY PC-A2 liposome hydrolysis, fluorescence. inhibition, % at 12.2 µM. 370,000 tested, 0.56% active;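 active = inhibition above mean plus 3 SD of compounds lying within the high and low control bounds, cut at about 19% in these data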;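 also: 0% = median of test compound wells and 100% = no enzyme DMSO wells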
Target sequence (Q9NZ20 whole entry, looked up): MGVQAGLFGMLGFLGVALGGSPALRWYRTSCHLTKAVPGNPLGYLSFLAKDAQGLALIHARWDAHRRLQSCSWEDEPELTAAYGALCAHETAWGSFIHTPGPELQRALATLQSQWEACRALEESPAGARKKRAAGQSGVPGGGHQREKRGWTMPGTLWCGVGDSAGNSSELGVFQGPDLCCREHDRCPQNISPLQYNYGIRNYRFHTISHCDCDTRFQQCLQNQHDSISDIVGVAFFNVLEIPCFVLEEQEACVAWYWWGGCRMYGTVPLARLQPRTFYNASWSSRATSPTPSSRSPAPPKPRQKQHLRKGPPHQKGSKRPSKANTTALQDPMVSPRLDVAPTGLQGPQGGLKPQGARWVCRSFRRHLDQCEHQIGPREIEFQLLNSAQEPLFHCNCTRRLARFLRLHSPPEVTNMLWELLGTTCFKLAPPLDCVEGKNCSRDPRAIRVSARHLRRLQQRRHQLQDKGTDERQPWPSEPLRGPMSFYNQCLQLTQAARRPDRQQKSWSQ
PLCb3 inh: inhibitors of human phospholipase C beta3; Q01970; Purified PLC-beta3, fluorogenic substrate, fluorescence; inhibition, % at 12.2 µM; 370,000 tested, 0.18% active; AID 720704; in the data active = inhibition above about 11%;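 also: 0% = median of compound wells on plate and 100% = full blocker control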
KLK7 zymogen act: proKLK7 (human) activation, primary screen; activation, % at 7 µM; purified proKLK7, EDANS-DABCYL substrate fluorescence; 100% is mature enzyme control, 0% vehicle; P49862; 370,000 tested, 0.9% active; AID 652039;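 active = activation above the mean of all tested compounds plus 3 SD, computed per campaign excluding outliers beyond control limits, cut at about 13% in these data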
Target sequence (P49862 whole entry, looked up): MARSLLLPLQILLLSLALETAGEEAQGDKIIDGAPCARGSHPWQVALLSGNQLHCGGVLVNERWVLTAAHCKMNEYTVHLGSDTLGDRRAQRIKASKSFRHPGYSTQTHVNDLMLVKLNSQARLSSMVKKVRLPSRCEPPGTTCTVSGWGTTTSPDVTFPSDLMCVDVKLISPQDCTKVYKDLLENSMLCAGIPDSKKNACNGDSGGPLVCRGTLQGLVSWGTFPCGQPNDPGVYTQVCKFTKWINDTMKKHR
ASAP1 GAP inh: ASAP1 ArfGAP inhibition | Q9ULH1 | ASAP1-stimulated ARF1 GTP hydrolysis, GDP FP detection | inhibition, % at 16.5 µM | 360,000 tested, 0.19% active; in the data active = inhibition above about 25%;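 also: 0% = vehicle with enzyme and substrate and 100% = no enzyme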
ARFGAP1 inhibitor: inhibits rat ARF GTPase activating protein 1 | Q62848 | Arfgap1-stimulated ARF1 GTP hydrolysis, GDP FP detection | inhibition, % at 16.5 µM | 360,000 tested, 0.26% active | AID 651572;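 active = inhibition above a per-plate limit, mean inhibition of low control wells plus 3 SD, cut at about 25% in these data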;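 also: 0% = DMSO wells with enzyme and 100% = wells lacking Arfgap1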
Target sequence (Q62848 1-136 limits assumed): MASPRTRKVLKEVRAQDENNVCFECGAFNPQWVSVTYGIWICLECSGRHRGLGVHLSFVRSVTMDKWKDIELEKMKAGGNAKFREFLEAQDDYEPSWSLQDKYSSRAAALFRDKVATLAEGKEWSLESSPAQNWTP
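System: truncated rat Arfgap1 GAP domain / Benchmarks: high control wells lacking Arfgap1, low control full reaction with DMSO / Times: compound-enzyme preincubation 20 min, reaction 120 min, detection 60 min, 25 °C / Repeats: one replicate per compound / Also added: human ARF1(Δ1-17)-GTP substrate / Measured by: Tracer-displacement fluorescence polarization with EDTA stop, 620/688 nm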
Tn6 DDE FP: DD(E)-Tn6 binding inhibition, primary FP screen. AID 720509. Fibrin DD(E) TRITC-Tn6 fluorescence polarization displacement. inhibition, % at 8.3 µM. 370,000 tested, 0.21% active. P02675;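 active = inhibition above a per-campaign cutoff: mean of compounds within control limits plus 3 SD, cut at about 15% in these data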;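 also: 0% = median of all compound wells on the plate and 100% = blocking peptide control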
Numbers without * were called inactive; i = inactive; · = no result given.

Results follow in this order: Tn7 DDE FP, Rev-erbA mod, PLC-gamma1 inh, UHRF1 binding, HGIII-sPLA2 inh, PLCb3 inh, KLK7 zymogen act, ASAP1 GAP inh, ARFGAP1 inhibitor, Tn6 DDE FP
CN(C)S(=O)(=O)c1ccc(S(=O)(=O)NC2CCOC(C)(C)C2)cc1 (stereo not drawn)
→ -4, 0, 4, 7, 7, 1, -0.6, 11, 15, -11
COc1ccc(CNS(=O)(=O)c2cc(-c3cc(C)no3)ccc2C(C)C)cc1
→ 3, 0, -4, -1, -21, -9, -0.2, 4, 5, 6
Cc1nc(N)nc(COc2ccccc2)n1
→ -3, -3, 2, -3, 0, -1, 1.2, -1, -1, 2
CNC(=O)/C(C#N)=C/c1ccc(-c2nc3ccccc3s2)o1
→ -9, 4, -37, -2, -6, -40, 3.2, 4, -5, -6
O=C(Nc1ccc(F)cc1)NC1(C(=O)NCc2ccco2)CCCCC1
→ -4, -3, 3, 1, 1, 3, -0.2, -6, -4, 5
O=C(OCC(=O)c1cccs1)c1ccccc1
→ -1, 4, -4, -2, 2, 0, -0.2, 3, 4, -5
O=C1CCCC/C1=C/Nc1ccc(S(=O)(=O)Nc2ncccn2)cc1
→ 1, 2, 1, -1, 3, -1, -0.4, 9, 14, -1
CCCN(CC(=O)Nc1ccccc1C)C(=O)c1ccc(C(=O)c2ccccc2)cc1
→ 0, -3, 6, 2, -9, -3, 0.3, -4, -1, 4
COc1cc(/C=C2/SC(=S)N(CCC(=O)Nc3cccnc3)C2=O)cc(OC)c1OC
→ 0, 2, -2, -1, -4, 0, -1.9, 5, 2, 6
C/C(N)=C(/C#N)C(=O)CSc1nc2ccccc2c(=O)n1Cc1ccc(C)cc1
→ 6, 70*, -2, -3, -5, -8, 1.4, 9, 2, -4
COCCN1C(=O)COc2ccccc2C1C(=O)Nc1c(C)cccc1C (stereo not drawn)
→ -1, -10, -1, 21*, 3, 2, -0.1, 1, 8, 6
Nc1nc2c3ccccc3nc(Cc3ccccc3)n2n1
→ -6, -1, 2, 2, 1, 4, 1.0, 5, -8, 5
O=S(=O)(Nc1ccc2cn[nH]c2c1)c1cc(Br)ccc1Br
→ 9, 7, 2, 0, -36, -5, 0.4, 16, 9, -4
CCOc1cc([N+](=O)[O-])cc2c1C(=O)Nc1ccccc1O2
→ 11, 2, 5, 5, 5, 5, -0.4, 0, -5, -4
COc1cccc(CNC(=O)Cn2c(=O)oc3cc(S(=O)(=O)N4CCCCC4)ccc32)c1
→ 0, -2, 0, 3, -17, -8, -0.1, 4, 3, -4
CO[C@@H]1CN(C)C(=O)c2ccc(NC(=O)c3ccccc3F)cc2OC[C@@H](C)N(CC2CCOCC2)C[C@@H]1C
→ -3, -2, 3, 4, 9, 11*, -0.3, 0, -4, -2
COC(=O)c1ccc(Oc2c(C)oc3c(CN4CCN(C)CC4)c(O)ccc3c2=O)cc1
→ 6, -6, i, -2, -6, i, 65*, -2, -3, 3
CCCOc1ccc(C(=O)CCC(=O)OCC(=O)Nc2cccc(S(N)(=O)=O)c2)cc1
→ -1, -3, 6, -5, -17, 5, 0.5, 9, 8, -10
COc1cccc(-c2csc3ncnc(Sc4nnnn4C)c23)c1
→ 4, -5, -1, 1, 3, -2, 0.1, -8, 20, 2
O=C(N/N=C/C(Cl)=C/c1ccccc1)c1ccccc1F
→ 3, 4, 2, -1, -1, -4, 0.5, 1, 12, 0

For convenience, part of the list above:
Results follow in this order: Tn7 DDE FP, Rev-erbA mod, PLC-gamma1 inh, UHRF1 binding, HGIII-sPLA2 inh, PLCb3 inh, KLK7 zymogen act, ASAP1 GAP inh, ARFGAP1 inhibitor, Tn6 DDE FP
COCCN1C(=O)COc2ccccc2C1C(=O)Nc1c(C)cccc1C (stereo not drawn)
→ -1, -10, -1, 21*, 3, 2, -0.1, 1, 8, 6
Nc1nc2c3ccccc3nc(Cc3ccccc3)n2n1
→ -6, -1, 2, 2, 1, 4, 1.0, 5, -8, 5

More records follow.
Results follow in this order: Tn7 DDE FP, Rev-erbA mod, PLC-gamma1 inh, UHRF1 binding, HGIII-sPLA2 inh, PLCb3 inh, KLK7 zymogen act, ASAP1 GAP inh, ARFGAP1 inhibitor, Tn6 DDE FP
CCOC(=O)c1sc(-c2ccc(Br)cc2)cc1N
→ -4, 1, -41, 1, -6, -63, -3.5, 10, 12, -1
CC(C)(C)c1ccc(NC(=O)c2ccccc2)c([N+](=O)[O-])c1
→ 1, -1, 7, -4, 1, 3, -1.3, 10, 4, 4
O=C(CNC(=O)c1ccc(Cl)cc1Cl)OCC(=O)c1ccc2c(c1)OCCO2
→ 2, -4, 3, 2, -1, -3, 0.5, -6, 9, 1
N#CC(=Nc1ccccc1)c1ccccc1
→ -5, -3, -1, 2, -2, 2, 0.1, -2, 2, 5
Cc1sc(N/N=C/C=C/c2ccccc2)nc1-c1ccccc1
→ -4, 1, -28, -2, 2, -42, -1.2, 11, -3, 5
COc1ccc(CCNC(=O)c2noc(C)c2[N+](=O)[O-])cc1OC
→ 1, 6, 2, 0, -3, -1, 0.2, -8, 5, -4
O=C(NC(=S)N1CCCC1)c1ccccc1
→ -10, -2, 0, 2, 5, -4, 0.3, 4, 13, 0
C=CCSc1nnc(-c2cc(Br)ccc2N)c(=O)[nH]1
→ -4, 0, -1, -11, 8, -2, 0.4, 8, 19, -1
Cc1cc(C)nc(-n2nc(C)cc2NC(=O)C(C)C)n1
→ -1, -3, 3, 1, 2, 1, 0.3, 12, 3, 4
COc1cc(CN(C)CCc2ccccc2)ccc1OCc1ccccc1
→ -1, 1, 3, 0, -13, 5, -0.8, -12, 2, 1

Single records (already shown). Order of values: Tn7 DDE FP, Rev-erbA mod, PLC-gamma1 inh, UHRF1 binding, HGIII-sPLA2 inh, PLCb3 inh, KLK7 zymogen act, ASAP1 GAP inh, ARFGAP1 inhibitor, Tn6 DDE FP
COc1ccc(CNS(=O)(=O)c2cc(-c3cc(C)no3)ccc2C(C)C)cc1 reads 3, 0, -4, -1, -21, -9, -0.2, 4, 5, 6
O=C1CCCC/C1=C/Nc1ccc(S(=O)(=O)Nc2ncccn2)cc1 reads 1, 2, 1, -1, 3, -1, -0.4, 9, 14, -1
COC(=O)c1ccc(Oc2c(C)oc3c(CN4CCN(C)CC4)c(O)ccc3c2=O)cc1 reads 6, -6, i, -2, -6, i, 65*, -2, -3, 3
CC(C)(C)c1ccc(NC(=O)c2ccccc2)c([N+](=O)[O-])c1 reads 1, -1, 7, -4, 1, 3, -1.3, 10, 4, 4

Remaining list, next part
Results follow in this order: Tn7 DDE FP, Rev-erbA mod, PLC-gamma1 inh, UHRF1 binding, HGIII-sPLA2 inh, PLCb3 inh, KLK7 zymogen act, ASAP1 GAP inh, ARFGAP1 inhibitor, Tn6 DDE FP
CC(C)C[C@H]1CN=C(Nc2ccccc2)N1CC(C)C
→ 5, -3, -1, 0, 11, -4, 0.2, -9, -9, 3
COc1ccc(S(=O)(=O)N2CCOCC2)cc1NC(=O)COC(=O)C1CC1C (stereo not drawn)
→ -8, -8, -1, 0, 5, -6, 0.7, -3, -9, -4
Cn1c(=O)c2c(SCc3ccccc3)nc(C3CC3)nc2n(C)c1=O
→ -5, -1, 2, -2, 1, -2, 0.1, 11, -11, 2
CC1CCCC(NC(=O)CSc2ccc(F)cc2)C1C (stereo not drawn)
→ 5, -3, -1, 1, 2, -5, -0.5, -5, -3, 6
COc1ccc(NC(=O)C2=C(C)C(=O)OC23CCC(C)CC3)c(OC)c1 (stereo not drawn)
→ 1, -2, -2, 0, -4, 2, -0.1, -3, -8, -1
COc1ccc(C(CNC(=O)CCNS(=O)(=O)c2ccccc2)N2CCOCC2)cc1 (stereo not drawn)
→ 5, -7, -1, 0, -6, -4, -0.7, 3, 6, 3
CC(C)(C)NC(=O)c1ccc2c(c1)N(CC(=O)N1CCCCC1)C(=O)C(C)(C)O2
→ -1, 2, 2, 1, 3, -1, -0.1, -3, -7, 7
COc1cc2c(cc1OC)CN(CC(=O)NC(=O)NC1CCCCC1)CC2
→ 6, 2, -53, -1, -5, -87, 8.6, 1, -1, -5
O=C(CN(C(=O)Cn1nnc(-c2cccs2)n1)c1cnc2ccccc2c1)NCC1CCCO1 (stereo not drawn)
→ -1, 1, -76, -6, 2, -89, 1.4, 18, -5, 2
COCCOC(=O)C1=C(C)NC2=C(C(=O)CC(C)(C)C2)C1c1ccc2c(c1)OCO2 (stereo not drawn)
→ 0, -3, -39, 0, -6, -46, 1.1, -10, -11, 11
O=C(O)c1cnc(-c2ccccc2)nc1-c1ccccc1
→ 2, 3, 0, -1, -3, -1, -0.2, 2, 0, 6
Cc1cccc(NC(=O)CC2NCCNC2=O)c1 (stereo not drawn)
→ -4, 5, 3, 1, 4, 9, -0.1, 9, -2, -3
O=C(CC1SC(N2CCCCC2)=NC1=O)Nc1cccc(C(=O)NCc2ccccc2)c1 (stereo not drawn)
→ 4, -12, -1, -2, -8, -6, 0.4, -8, 3, 5
ONC(=Nc1ccc(Cl)cc1)c1ccc(Cl)cc1
→ -4, -3, 1, 2, -5, -2, 0.0, 0, -6, -7
O=C(CCNC(=O)c1ccc(Cl)cc1)Nc1cc(C(F)(F)F)ccc1N1CCOCC1
→ 1, 3, 1, 3, 3, -2, 0.2, 8, 7, 2
CCOC(=O)[C@]12CCCCC/C=C\1N(CCc1ccc(Cl)cc1)C(=O)[C@H]2CC(=O)NCCCOC
→ 8, -5, 1, -1, -9, 3, 0.8, ·, ·, 3
CC(=O)Nc1ccccc1NC(=O)COc1cccc2ccccc12
→ 1, 0, 5, 5, -10, -5, -0.2, 2, 9, 2
CC(CCc1ccccc1)NC(=O)CCNS(=O)(=O)c1ccccc1 (stereo not drawn)
→ 2, 3, 2, 6, -7, -1, -0.6, 1, 6, -2
CC(C)(C)CC(=O)Nc1cccc2c1CCCC2
→ 2, 5, 2, 15, 2, 0, 0.3, -1, 10, 0
CC(OC(=O)c1cccc(S(=O)(=O)N2CCCC2)c1)C(=O)c1ccccc1 (stereo not drawn)
→ -3, 7, 3, -2, -11, 1, -0.3, -3, -4, -4
COCCn1c(C)cc(C(=O)COC(=O)c2cc3c(s2)CCC3)c1C
→ 1, -22, -5, 20, -10, -10, -0.6, 11, 23, 3
CC(C)(C)OC(=O)C[C@H]1C/C=C\C[C@H](CC(=O)N[C@H](CO)Cc2ccccc2)C(=O)N[C@@H](Cc2ccccc2)COC1=O
→ 7, 1, 14*, 6, 2, 13*, -0.2, -14, 8, 0

An excerpt from above with just Tn7 DDE FP, Tn6 DDE FP and UHRF1 binding:
Compound | Tn7 DDE FP | Tn6 DDE FP | UHRF1 binding
ONC(=Nc1ccc(Cl)cc1)c1ccc(Cl)cc1 | -4 | -7 | 2
O=C(CCNC(=O)c1ccc(Cl)cc1)Nc1cc(C(F)(F)F)ccc1N1CCOCC1 | 1 | 2 | 3
CCOC(=O)[C@]12CCCCC/C=C\1N(CCc1ccc(Cl)cc1)C(=O)[C@H]2CC(=O)NCCCOC | 8 | 3 | -1
CC(=O)Nc1ccccc1NC(=O)COc1cccc2ccccc12 | 1 | 2 | 5
CC(CCc1ccccc1)NC(=O)CCNS(=O)(=O)c1ccccc1 (stereo not drawn) | 2 | -2 | 6
